mouse EphA4 binding: inhibitors of EphA4 binding to KYL peptide, primary screen, biochemical, colorimetric, mouse EphA4 (AID 689); EphA4-AP binding to KYL peptide, pNPP A405; higher % means a stronger effect; inhibition, % at 10 µM, or IC50 in µM where a hit was titrated; actives 0.1% (n = 62,000); in the data active means a potency from the dose series; inactive means the rest, 99 in 100 with inhibition below about 22%
* hit, by the source's call; & = joins results of further samples. Some of the compounds tested; rates above refer to the full screens.

SMILES	mouse EphA4 binding
O=C(O)c1cccc(S(=O)(=O)NCc2cccs2)c1	-13.9%
CCC(C)(C)n1nnnc1C(c1ccccc1F)N1CCC(C(N)=O)CC1 (stereo not given)	-19.0%
COC(=O)c1cc(=O)n(Cc2ccco2)c(=Nc2ccc(F)c(Cl)c2)s1	5.8%
Cc1ccc(S(=O)(=O)N(C)CCCC(=O)Nc2ccc(C)cc2C)cc1	-2.4%
CCN1C(=S)SC(=O)C1=C1C=C(C)N(CCOC)C(C)=C1	-12.6%
CS(=O)(=O)N(Cc1ccc(Cl)cc1)c1ccc(C(=O)Nc2cccnc2)cc1	-0.6%
CCCCNC(=O)CS(=O)Cc1nc(-c2cccc(C)c2)oc1C (stereo not given)	-2.6%
N#CCCN(C(=O)COC(=O)c1ccc2c(c1)NC(=O)CS2)c1ccc2c(c1)OCCO2	-3.9%
COc1ccc(C2SCC(=O)N2c2c(C)n(C)n(-c3ccccc3)c2=O)c(OC)c1 (stereo not given)	-30.6%
Nc1cc(=O)[nH]c(SCC(=O)NCC2CCCO2)n1 (stereo not given)	-8.5%
S=C(NCc1ccccn1)Nc1ccc(Cl)cc1	-13.6%
Cc1ccccc1NC(=O)Nc1cc(S(N)(=O)=O)ccc1C	4.5%
CCOC(=O)c1ccc(NC(=S)NC(NC(=O)c2ccccc2Br)C(Cl)(Cl)Cl)cc1 (stereo not given)	-4.5%
CCc1nc(N[C@H](C(=O)O)C(C)CC)c2oc3ccccc3c2n1 (stereo not given in full)	-15.5%
COc1ccc(N2CCN(C(=O)c3ccc(Oc4ccc(C(F)(F)F)cn4)cc3)CC2)cc1	-3.6%
COc1ccccc1NC(=O)[C@H](COCc1ccccc1)NC(=O)OC(C)(C)C	-4.4%
CCC(C)(C)NC(=O)CN(C(=O)CNS(=O)(=O)c1ccccc1)c1ccccc1	-12.5%
Cc1cnc(NC(=O)CN2C(=O)C3CC=CCC3C2=O)s1 (stereo not given)	4.5%
O=C(/C=C/c1ccccc1)N1CCN(c2ccccn2)CC1	-5.6%&-6.5%
CCOc1ccccc1NC(=O)C(CC(C)C)NC(=O)C1CCC(C)CC1 (stereo not given)	-2.9%
CC(C)=C1C(=O)NN(c2ccc(F)c(Cl)c2)C1=O	-7.6%
Cn1c(=O)c2c(nc(SCC(=O)c3cccs3)n2Cc2ccc(F)cc2)n(C)c1=O	-5.1%
CC12CCC(C(=O)Nc3ccccc3Br)(C/C1=N\O)C2(C)C (stereo not given)	2.8%
CCN1C(=O)/C(=C\c2ccc(F)cc2)C(C(=O)OC)=C1C	2.6%
COc1ccccc1-n1c(C)c(C(=O)O)c2cc(OC)c3ccccc3c21	11.2%

Some of these compounds in order of their number in mouse EphA4 binding, lowest first.
canonical_smiles	mouse EphA4 binding
CCc1nc(N[C@H](C(=O)O)C(C)CC)c2oc3ccccc3c2n1 (stereo not given in full)	-15.5%
Cc1ccccc1NC(=O)Nc1cc(S(N)(=O)=O)ccc1C	4.5%
COc1ccccc1-n1c(C)c(C(=O)O)c2cc(OC)c3ccccc3c21	11.2%

(listing goes on)
SMILES	mouse EphA4 binding
Cc1cccc(OCC(=O)N2CCCC2)c1	-6.2%
CCc1ccc(C(=O)COC(=O)CNC(=O)CNC(=O)Cc2ccccc2)cc1	-3.5%
Cn1c(SCc2ccc(F)cc2)nnc1-c1ccccn1	-2.8%
Cc1sc(NC(=O)C2CCCCC2C(=O)O)c(C(N)=O)c1-c1ccc(C(C)(C)C)cc1 (stereo not given)	0.2%
Cc1cccc(N(CC(=O)N2CCCC2)S(=O)(=O)c2ccccc2)c1	-8.1%
CCC(C)NC(=O)C1c2ccccc2C(=O)N1Cc1cc(OC)ccc1OC (stereo not given)	-17.9%
CCOC(=O)C(Cc1ccccc1)C(=O)Nc1ccccc1C (stereo not given)	-12.2%
CSc1ccc(C2Nc3ccccc3-c3cc(C)nn32)cc1 (stereo not given)	-1.8%
CCCCCCC1CC(CSc2ncn[nH]2)OC1=O (stereo not given)	-14.2%
COc1cc(-n2c(C)nc3cc(C(=O)NCc4ccco4)ccc32)cc(OC)c1OC	6.0%
Cc1cccc(N2C(=O)C3CC=CCC3C2=O)n1 (stereo not given)	-11.6%
CCN(CC)N=Nc1[nH]nc2nc(C)cc(C)c12	-6.5%
CCOC(=O)c1c(C)c(C(=O)N2CCN(C(=O)c3ccco3)CC2)c(C)n1C	-24.6%
O=C1c2ccccc2C2=Nc3ccccc3SC(c3ccccc3F)C12 (stereo not given)	2.5%
CCOC(=O)Cc1c(C)nc2c(C#N)c[nH]n2c1=O	-2.0%
Cc1cccc2cc(C(c3nnnn3CC3CCCO3)N3CCOCC3)c(=O)[nH]c12 (stereo not given)	-13.2%
CCCSc1nnc(Cc2cc(=O)[nH]c(=O)[nH]2)n1-c1cc(C)ccc1C	-5.7%
O=C1/C(=C\c2ccsc2)SC(=S)N1Cc1ccccc1	-9.2%
Fc1ccc(CN2CCCCCCC2)cc1	-13.2%
Oc1oc(-c2ccco2)nc1C=Nc1cccc(Cl)c1	-7.7%
CCOC(=O)CSc1nncc2ccc(OC)c(OC)c12	-18.9%
O=C(N/N=C/c1ccc(Cl)cc1Cl)C1CCN(c2ncc(C(F)(F)F)cc2Cl)CC1	3.3%
COc1ccc(Nc2cccccc2=O)cc1	-10.6%
O=c1oc2c(O)c(O)ccc2c2c1CCC2	13.3%
COC(=O)c1ccc(Cn2nc(C)c(Cl)c2C)o1	13.8%

6 of the compounds above, as a markdown table:
| Molecule | mouse EphA4 binding |
| --- | --- |
| CCN(CC)N=Nc1[nH]nc2nc(C)cc(C)c12 | -6.5% |
| CCOC(=O)c1c(C)c(C(=O)N2CCN(C(=O)c3ccco3)CC2)c(C)n1C | -24.6% |
| O=C1c2ccccc2C2=Nc3ccccc3SC(c3ccccc3F)C12 (stereo not given) | 2.5% |
| CCOC(=O)Cc1c(C)nc2c(C#N)c[nH]n2c1=O | -2.0% |
| Cc1cccc2cc(C(c3nnnn3CC3CCCO3)N3CCOCC3)c(=O)[nH]c12 (stereo not given) | -13.2% |
| CCCSc1nnc(Cc2cc(=O)[nH]c(=O)[nH]2)n1-c1cc(C)ccc1C | -5.7% |

Reprinted at random: four records from the list.
SMILES	mouse EphA4 binding
O=C1c2ccccc2C2=Nc3ccccc3SC(c3ccccc3F)C12 (stereo not given)	2.5%
CCN(CC)N=Nc1[nH]nc2nc(C)cc(C)c12	-6.5%
Cc1cccc2cc(C(c3nnnn3CC3CCCO3)N3CCOCC3)c(=O)[nH]c12 (stereo not given)	-13.2%
CCCSc1nnc(Cc2cc(=O)[nH]c(=O)[nH]2)n1-c1cc(C)ccc1C	-5.7%

Next section:
SMILES	mouse EphA4 binding
CCOC(=O)CSc1nc2ccccc2c(=O)n1CCCCCC(=O)NCc1ccco1	-12.7%
CC1CN(C(=O)N(C)C)CCN1C(=O)N(C)C (stereo not given)	-7.2%
O=C(Nc1cc(=O)c2ccccc2o1)N1CCCCC1	-5.5%
O=C(c1ccccc1)c1ccc(N2CCCCC2)cc1	4.2%
CCOC(=O)c1cnc(SC)nc1Nc1cccc(F)c1	-1.1%
COc1ccc(NC(=O)CSc2nnc(Cc3cccn3C)n2-c2ccc(C)cc2)cc1OC	-10.8%
CCOc1ccccc1NC(=O)CSc1nnc(-c2ccco2)o1	-8.8%
CCOc1cc(/C=N/NC(=O)COc2ccccc2C)ccc1OC(=O)c1cccs1	2.6%
COc1ccc(C(=S)N2CCN(c3ccccc3)CC2)cc1	-5.9%
CCC(CC)NC(=O)c1cc(OC)c(OC)c(OC)c1	-6.1%
Cn1c(=O)[nH]c(=O)c2c1nc(SCCN1CCCCC1)n2CCCc1ccccc1	-19.6%
Cc1cccn2c(=O)c3cc(C(=O)NCCc4ccccc4)c(=N)n(CCCn4ccnc4)c3nc12	-9.0%
COc1ccc(C2CC(O)C(C)C(c3ccc(OC)cc3)N2)cc1 (stereo not given)	-2.3%
CC1CCCCN1C(=O)c1ccc(S(=O)(=O)N2CCCCC2C)cc1 (stereo not given)	-18.0%
CCCC1OC23CCCCC2C(C#N)(C(=N)O3)C1(C#N)C#N (stereo not given)	-10.4%
C=CCc1cc(Cl)ccc1OCCN(C)C	-11.4%
CCCCNC(=O)Cn1c2c(c(-c3ccccc3Cl)cc1=O)CCC2	7.5%
CCN1C(=O)/C(=C/c2cccc(OC(F)(F)C(F)F)c2)SC1=S	-2.8%
CCOC(=O)CC(=O)CSc1ccc2nnc(-c3cccc(F)c3)n2n1	-4.0%
O=C(Cc1ccc(Br)cc1)Nc1ccccc1Sc1ccccc1	-9.3%
CCOc1ccccc1C1C(C#N)=C(N)SC(N)=C1C#N	-5.5%
CC(C)COC(=O)c1ccc(NC(=O)C2C3CCC(C3)C2C(=O)O)cc1 (stereo not given)	6.7%
CC(C)(C)n1nc2c(c1NC(=O)c1ccc(Br)cc1)CS(=O)C2 (stereo not given)	-0.9%
Cc1cc(C)c2c(-n3cccc3)c(NC(=O)OC(C)C)sc2n1	-8.3%
COC(=O)c1sccc1NC(=O)c1cc(-c2cc(C)ccc2C)nc2ccccc12	-3.7%
(further entries)
SMILES	mouse EphA4 binding
NC(=O)C(c1ccc(Cl)cc1)c1ccc(Sc2ccc(Cl)cc2)nn1 (stereo not given)	1.9%
CC(C)(C)c1ccc(CN(Cc2ccco2)Cc2nnnn2C2CCCC2)cc1	5.1%
CCn1c(CC(=O)Nc2ccc(C)cc2)nnc1SCC(=O)NCCc1ccccc1	-6.6%
Cc1c(C(=O)Nc2ccc(Cl)cc2)c2ccccn2c1C(=O)c1ccc(F)cc1	-5.9%
O=C(Nc1ccc(S(=O)(=O)N2CCc3ccccc32)cc1)c1ccco1	-2.4%
CN(CC(=O)N1CCc2ccccc21)S(=O)(=O)c1cccc2cccnc12	-10.9%
O=C(COC(=O)CCC(=O)Nc1nccs1)NCc1ccco1	-6.7%
Cc1ccc(N2C(=O)/C(=C/c3ccc(C(=O)O)cc3)SC2=S)cc1C	-4.7%
Cc1ccc(C)c(C(=O)C(C)OC(=O)c2cccn2C)c1 (stereo not given)	0.4%
Cc1ccc(OCCOCCOc2ccccc2/C=C2/SC(=S)NC2=O)cc1	-2.2%
COC(=O)CC(C(=O)OC)C(C(=O)OC)C(=O)OC (stereo not given)	4.6%
CC(C)(C)NC(=O)Cn1nnc(-c2ccc(Cl)cc2)n1	-7.1%
CCCCN1C(=O)C(O)=C(C(C)=O)C1c1ccccc1 (stereo not given)	-2.1%
CC(=O)NCCn1c(SCC(=O)NCc2ccco2)nc2ccccc2c1=O	-9.9%
CC1CCCC(C)N1C(=O)CSc1nnc(-c2c[nH]c3ccccc23)o1 (stereo not given)	0.2%
COc1ccc(Cl)cc1NC(=O)COc1ccc(C)cc1Br	1.1%
CCOC(=O)c1c(NC(=O)Cn2nc(C(F)(F)F)cc2C)sc2c1CCC(C)C2 (stereo not given)	-1.9%
Cc1ccccc1C(=O)NNC(=O)c1ccc(F)cc1	-16.2%
CCc1nc2c3cnn(-c4cc(Cl)ccc4C)c3ncn2n1	11.0%
COc1cc(/C=c2\s/c(=C(/C#N)C(=O)N3CCCC3)n(-c3ccccc3)c2=O)ccc1O	-41.1%
COc1cccc(NC(=O)CCN2CCC(C(N)=O)CC2)c1	-9.1%
O=C(O)Cc1ccc(NC(=O)C2CC=CCC2C(=O)O)cc1 (stereo not given)	9.0%
CC(C)C(C(=O)NCC1CCCO1)N(Cc1ccco1)C(=O)CNS(=O)(=O)c1ccccc1 (stereo not given)	9.7%
Cn1c(=O)n(CCc2ccccc2)c(=O)c2c1nc1n2CCCN1c1ccccc1	-6.0%
O=C(NC(Cc1ccccc1)C(=O)N1CCCC1C(=O)O)c1ccccc1 (stereo not given)	-13.6%
Other records:
SMILES	mouse EphA4 binding
CC1(C)Cc2ccccc2C(/C(=N\O)C(=O)c2ccccc2)=N1	-9.1%
Cc1ccccc1NC(=O)N1C2CCCC1CC(NC(=O)C(C)(C)C)C2 (stereo not given)	-13.9%
Cc1n[nH]c(C)c1S(=O)(=O)N1CCC(C(=O)O)CC1	-11.6%
Cc1cc(C(F)F)n2nc(C(=O)Nc3cccnc3Cl)nc2n1	-12.2%
COc1ccc(NC(=O)CCn2cccc2)cc1	-7.5%
CCOc1ccc(NC(=O)Cn2nnc(C(=O)NCCc3ccc(OC)c(OC)c3)c2N)cc1	-1.7%
CN1CCN(C(=O)c2cnn(-c3ccccc3)c2NC(=O)c2ccccc2F)CC1	-14.1%
COc1ccccc1N1CCN(S(=O)(=O)c2cnc[nH]2)CC1	-8.0%
Nc1nnc(SCC(=O)c2ccco2)s1	-0.1%
CCCCN(CCCC)S(=O)(=O)c1ccc(NC(=O)c2cccs2)cc1	-1.7%
O=C(c1cc2cc([N+](=O)[O-])ccc2oc1=O)N1CCN(c2ncccn2)CC1	-5.6%
COc1ccc(-c2cc(C(F)(F)F)n3ncc(C(=O)O)c3n2)cc1OC	4.9%
Cc1ccc2c(c1)CN1CN2Cc2cc(C)ccc21	-3.9%
CCOC(=O)c1cc2occc2n1CC(=O)N1CCCc2ccccc21	14.4%
COc1cc(/C=N/NC(=O)C2c3ccccc3Oc3ccccc32)ccc1O	-8.4%
O=C1COc2ccc(-c3csc(=Nc4ccc(OC(F)F)cc4)n3CC3CCCO3)cc2N1 (stereo not given)	-3.0%
COCCCNC(=O)c1cn(C)c(=O)c2cc(OC)c(OC)cc12	-7.8%
O=C(O)CN1C(c2ccccc2O)Nc2ccc(Br)cc2C1c1ccccc1 (stereo not given)	-1.0%
CC1CCCCC1NC1=NCCS1 (stereo not given)	4.4%
COc1ccc2[nH]c(=O)c(CN(Cc3nnnn3CCc3ccccc3)CC3CCCO3)cc2c1 (stereo not given)	-8.4%
Cc1n[nH]c(C)c1S(=O)(=O)N1CCCC(C(=O)NCc2cccs2)C1 (stereo not given)	-17.3%
COc1cccc(C(=O)Nc2ccc(NC(=O)c3ccco3)nc2)c1	-2.5%
COc1cc(/C=C2\SC(=S)N(C)C2=O)ccc1OC(=O)c1cccc(C)c1	-4.1%
CC1=C(C(=O)Nc2ccccc2C)C(c2ccccc2Br)NC(=O)N1 (stereo not given)	7.8%
CN(C)c1ccc(-c2nc3n(n2)C(c2cccnc2)C2=C(CC(C)(C)CC2=O)N3)cc1 (stereo not given)	-6.8%
CCP(=O)(CC)c1cccc(N)c1	-1.7%
CSc1nncc(/C(C)=N\Nc2cccc(C)c2)n1	0.1%
